# JNK3 blocker = JNK3 kinase activity inhibitors, primary screen, biochemical, human, purified enzyme; HTS; inhibition, % at 8 µM; hit rate 0.61% among 60,000; in the data active = inhibition above about 17%;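 note: 0% = DMSO and 100% = reference inhibitor; many of its hits are not listed in these tables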
# ROCK2 blocker = inhibitors of human ROCK2 kinase, primary screen, biochemical, high-throughput, luminescence; Rho-associated protein kinase 2 (Homo sapiens), O75116; purified ROCK2, Kinase-Glo ATP depletion luminescence; inhibition, % at 6 µM; hit rate 0.35% among 60,000; AID 604, 2007;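 active = inhibition above the screen-wide mean inhibition plus 3 SD, cut at about 18% in these data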;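 note: plate controls were DMSO wells for no effect and Y-27632 control wells after no-enzyme background subtraction for full effect; many of its hits are not listed in these tables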
# CatG inh = human cathepsin G inhibitors, primary screen, biochemical, pooled compound mixtures, AMC fluorescence. AID 581, 2007. purified enzyme, AMC-tetrapeptide fluorescence. inhibition, % at 5 µM (by protocol). P08311. hit rate 0.2% among 62,000;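 active = inhibition above 20% in each of the two mixture wells holding the compound; inactive = inhibition of 20% or less in either well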;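 note: 0% = enzyme control without mixture and 100% = blank lacking enzyme; strong numbers were not always called active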
# C1s inh = complement C1s protease inhibitors, primary screen, biochemical, 10-compound mixtures | purified C1s, fluorogenic AMC substrate, pooled mixtures | mean inhibition % of two 10-compound mixtures (active compounds read high), % at 5 µM (by protocol) | hit rate 0.16% among 62,000 | AID 538, 2006;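 active = inhibition above 20% in each of the two 10-compound mixture wells holding the compound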;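 note: 0% = enzyme wells lacking compound mixture and 100% = no-enzyme blank wells; some compounds called inactive have numbers as strong as hits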
# Target sequence (P09871 16-437 limits assumed): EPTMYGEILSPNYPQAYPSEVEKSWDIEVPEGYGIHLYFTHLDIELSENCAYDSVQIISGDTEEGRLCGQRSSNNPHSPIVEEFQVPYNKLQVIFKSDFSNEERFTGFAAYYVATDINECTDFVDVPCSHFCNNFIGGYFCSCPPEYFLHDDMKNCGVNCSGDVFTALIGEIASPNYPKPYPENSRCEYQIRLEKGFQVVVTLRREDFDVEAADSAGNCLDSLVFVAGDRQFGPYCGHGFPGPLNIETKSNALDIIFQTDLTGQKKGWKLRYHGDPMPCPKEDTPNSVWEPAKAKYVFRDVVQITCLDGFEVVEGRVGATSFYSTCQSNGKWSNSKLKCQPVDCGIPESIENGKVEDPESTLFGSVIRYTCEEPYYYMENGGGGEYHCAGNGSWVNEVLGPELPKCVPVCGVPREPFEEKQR
# Target sequence (P09871 438-688 limits assumed): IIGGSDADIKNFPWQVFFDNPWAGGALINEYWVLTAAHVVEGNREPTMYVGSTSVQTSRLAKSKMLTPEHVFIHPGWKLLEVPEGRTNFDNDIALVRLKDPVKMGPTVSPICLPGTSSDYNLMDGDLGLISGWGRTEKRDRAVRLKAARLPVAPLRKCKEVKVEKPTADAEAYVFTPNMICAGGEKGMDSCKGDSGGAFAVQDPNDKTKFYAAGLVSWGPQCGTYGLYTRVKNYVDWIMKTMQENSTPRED
# FXIa mix inh = FXIa protease inhibitors in compound pools, primary screen, biochemical, 10-compound mixtures; purified FXIa, fluorogenic substrate, pooled mixtures; hit rate 0.19% among 62,000; inhibition, % at 5 µM; Coagulation factor XI (Homo sapiens), P03951;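 note: each value is inhibition by a whole ten-compound pool holding the compound; 0% = enzyme with no mixture and 100% = wells lacking enzyme; strong numbers were not always called active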
# PKA kinase inh = inhibitors of human PKA kinase activity, primary screen, biochemical, ATP-depletion luminescence, Kemptide substrate. cAMP-dependent protein kinase catalytic subunit alpha (Homo sapiens), P17612. PKA Kemptide phosphorylation, Kinase-Glo ATP luminescence. inhibition, % at 6 µM. hit rate 0.1% among 65,000. AID 524, 2006;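 active = inhibition above the screen-wide mean inhibition plus 3 SD, cut at about 21% in these data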; note: many of its hits are not listed in these tables
# CatL block = inhibitors of human cathepsin L, biochemical. purified cathepsin L, fluorogenic substrate, fluorescence. inhibition, %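 (tested at 10 µM)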. hit rate 0.17% among 58,000. Procathepsin L (Homo sapiens), P07711; in the data active = inhibition above about 45%;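 note: 0% = enzyme with no compound and 100% = no enzyme blank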
# Target sequence (P07711 114-288 limits assumed): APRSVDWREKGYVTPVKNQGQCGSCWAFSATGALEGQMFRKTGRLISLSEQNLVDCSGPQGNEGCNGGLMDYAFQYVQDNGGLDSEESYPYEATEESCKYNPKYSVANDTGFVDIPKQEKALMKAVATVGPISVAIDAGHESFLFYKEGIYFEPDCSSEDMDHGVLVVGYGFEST
# Target sequence (P07711 292-333 limits assumed): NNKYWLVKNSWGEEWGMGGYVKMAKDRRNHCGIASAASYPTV
# FXIIa inh mix = human factor XIIa inhibitors, primary screen, biochemical, pooled compound mixtures, fluorogenic substrate. purified FXIIa. hit rate 0.2% among 62,000. Coagulation factor XII (Homo sapiens), P00748. inhibition, % at 5 µM;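 note: 0% = enzyme without compound and 100% = no enzyme blank; some results filed as inactive read as strong as hits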
# CatS inh = inhibitors of human cathepsin S, biochemical, compound mixtures; AID 501, 2006; P25774; recombinant cathepsin S, AMC dipeptide fluorescence, pooled mixtures; hit rate 0.06% among 62,000; inhibition, %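 (tested at 5 µM per compound within 10-compound mixtures)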; in the data active = inhibition above about 32%, passing the limit was not always enough; inconclusive = no clear call, values can overlap the other calls;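 note: 0% = enzyme without compound and 100% = blank without enzyme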
# Starred values were filed as active, the others as inactive; u = inconclusive; x = not tested or not shown. Cut-off read from the data, not from the text of the source, unless noted: active = inhibition above about 20% (passing the limit was not always enough); inactive = the rest. Hits appear at their usual frequency; about 1.5% have a hit in one of these screens.
# Start of the listing, in advance, two compounds:
CatG inh	CatS inh	ROCK2 blocker	FXIa mix inh	PKA kinase inh	JNK3 blocker	CatL block	FXIIa inh mix	C1s inh	canonical_smiles
-2	9	0	3	1	-6	-21	-1	-36	COc1ccc(OC)c2c1CC(C)(C)NC2=O
7	8	4	-6	10	1	10	-8	4	COc1cc(OC)cc(C(=O)N(Cc2cc3cc(C)ccc3[nH]c2=O)C(C)C)c1

# Results, from the start:
CatG inh	CatS inh	ROCK2 blocker	FXIa mix inh	PKA kinase inh	JNK3 blocker	CatL block	FXIIa inh mix	C1s inh	canonical_smiles
-2	9	0	3	1	-6	-21	-1	-36	COc1ccc(OC)c2c1CC(C)(C)NC2=O
7	8	4	-6	10	1	10	-8	4	COc1cc(OC)cc(C(=O)N(Cc2cc3cc(C)ccc3[nH]c2=O)C(C)C)c1
4	-6	5	-7	-3	0	0	6	-41	CNCCC=C1c2ccccc2CCc2ccccc21
3	15	1	2	-10	11	3	3	-18	O=C(CSc1nc2ncccc2[nH]1)Nc1ccc2c(c1)OCCO2
-10	6	2	4	1	-2	-2	2	25	Cc1cccc(Cn2c(SCCN3CCCCC3)nc3c2c(=O)[nH]c(=O)n3C)c1
13	-4	x	12	-6	x	-9	3	19	CC1CN(S(=O)(=O)c2ccc(NC(=O)c3ccco3)cc2)CC(C)O1 (centres undefined)
7	19	4	-1	3	0	x	-3	1	Cc1[nH]nc2c1C(c1ccccc1F)NC2=O (centres undefined)
9	11	4	0	9	-1	9	1	12	CC12CN3CC(C)(CN(C1)C3c1ccccc1Cl)C2O (centres undefined)
12	13	0	14	-2	3	8	4	17	O=C(O)CCCC(=O)NCCCCc1ccccc1
10	1	4	2	10	-3	7	2	3	Cc1noc(C)c1CSc1nnc(-c2c[nH]c3ccccc23)n1-c1ccc(Cl)cc1
11	-2	-5	1	-10	0	-6	-3	5	NC(N)=NC(N)=NCCc1ccccc1
-2	-5	-2	8	-10	-2	x	6	-3	Cc1oc(-c2cccc(Cl)c2)nc1CN1CCCC(C(=O)NC(C)c2ccc3c(c2)OCCO3)C1 (centres undefined)
1	5	4	8	0	-4	11	8	-9	N#Cc1ccccc1NC(=O)CSc1nccn1CCc1ccccc1
1	8	-11	7	1	-7	-3	-27	-1	CC(/C=N/O)Cc1ccc2c(c1)OCO2 (centres undefined)
9	2	4	0	4	-13	7	10	6	Cc1ccc(OC(C)C(=O)N2CCc3ccccc32)cc1 (centres undefined)
33	3	-4	12	0	8	9	-13	6	O=C(c1cc2sccc2n1Cc1ccccc1)N1CCc2ccccc21
-9	5	x	-1	2	x	8	12	-13	COc1cccc(-c2cc(C(F)(F)F)nc(N3CCN(c4ccccc4)CC3)n2)c1
-9	-6	-4	5	-2	1	1	3	-6	O=C(NC12CCC(O)C(SC1)/C2=N/O)c1ccccc1 (centres undefined)
-1	11	-4	5	-1	-1	-5	-21	2	COc1ccc(-c2nnc(SCCc3ccccc3)n2N)cc1
-9	-3	-24	-2	-13	-8	-9	3	-30	Cc1cc2nc(-c3cccnc3SCC(=O)NCc3ccco3)[nH]c2cc1C
7	-5	8	9	8	-3	-8	3	10	CCCOc1ccc2oc(=O)c3c(c2c1)CCCN3C(=O)CN1CCN(c2ncccn2)CC1
9	-2	-1	11	5	-5	-2	-17	14	COc1ccc(-n2c(Cc3cc(=O)[nH]c(=O)[nH]3)nnc2SCc2ccccc2)cc1
4	-6	4	2	2	-7	-8	-19	6	COc1ccc(NC(=O)COn2nnc3ccc(Cl)cc32)cc1OC
14	13	5	11	0	-3	0	-1	12	CC1(C)SC2[C@H](NC(=O)C(NC(=O)N3CCNC3=O)c3ccccc3)C(=O)N2C1C(=O)O (some centres undefined)
x	x	12	x	8	5	15	x	x	O=C(NCCN1CCOCC1)c1ccc(=O)oc1
-7	6	4	4	5	-5	-2	4	-4	CN(C)c1ccc(CN(C(=O)COc2ccc(Br)cc2)C2CCS(=O)(=O)C2)cc1 (centres undefined)
6	-12	0	-4	4	3	-6	8	-16	NC(=O)C[C@@H]1N[C@]2(C(=O)Nc3ccccc32)[C@@H]2C(=O)N(C3CCCCC3)C(=O)[C@H]12
-1	4	-2	3	5	-2	-2	-15	0	COc1cccc(-c2ccc(=O)n(CC(=O)Nc3cc4c(cc3NC(C)=O)OCCO4)n2)c1
-3	10	x	2	4	x	x	0	-8	Cc1sc2ncn(-n3c(C)ccc3C)c(=O)c2c1C
7	9	5	4	4	6	9	19	-8	COc1ccc(N2CCN(S(=O)(=O)c3ccc(Br)s3)CC2)cc1
13	3	6	-5	5	1	6	13	9	COc1ccc(CN2CCN(C(=O)c3cccs3)CC2)cc1
9	-8	x	4	8	x	-2	2	12	CCOC(=O)CNC(=O)c1cc(-c2ccc3c(c2)OCCO3)oc1C
3	-4	6	-2	13	-1	15	2	-17	Cc1nn(C(C)C(=O)N2CCN(c3ccccn3)CC2)c(=O)c2cc3occc3n12 (centres undefined)
-3	-5	4	1	-6	2	-2	6	-30	O=C(O)CCSc1nc2ccc(Br)cc2[nH]1
-2	-2	5	8	8	0	x	-1	-33	COc1ccc(-c2cc(C(F)(F)F)n3nc(C(=O)O)cc3n2)cc1OC
2	1	8	1	-5	2	-4	2	5	COc1ccc(S(=O)(=O)N2CCC(C(=O)NCc3cccc(OC)c3)CC2)cc1
11	13	-4	14	-5	-5	8	4	9	Cc1ccc(CN2C(=O)CCC2C(=O)NC2CCCC2)cc1 (centres undefined)
6	9	5	4	14	3	3	9	-13	CCOC(=O)c1cccc(NC(=O)CSc2nnc(-c3ccoc3C)n2CCOC)c1
-7	12	3	5	8	2	10	10	-44	Cc1cccc(C(CC(=O)N2CCCC2)c2ccccc2)c1O (centres undefined)
-6	-6	2	10	11	2	14	0	14	CC(=O)Cc1nsc(NC(=O)c2ccc(COc3ccc(C)cc3)o2)n1
-11	22	4	5	8	-4	14	-6	-10	COc1cc(-c2nnc(SCc3cccnc3)n2C)cc(OC)c1O
28	12	-11	37	-3	-19	-4	4	5	COc1ccc2[nH]c(=O)c(CN(C(=O)NC3CCCCC3)C3CCCC3)cc2c1
8	-3	9	8	6	-3	1	-2	8	C1CCCN(CCCCN2CCCCCC2)CC1
-2	8	-2	-1	4	1	5	-21	-14	CC(CCc1ccccc1)NC(=O)CN1CCOc2ccccc21 (centres undefined)
-2	7	0	5	6	-6	6	2	25	O=C(Nc1ccc(Oc2ccc(NC(=O)C3CCCO3)cc2)cc1)C1CCCO1 (centres undefined)
1	-3	2	7	0	-3	-9	-11	-5	O=C(CSc1ccccn1)c1ccc2c(c1)OCO2
1	6	x	-10	7	x	10	0	-25	O=C(C1CC1)N1CCc2cc(Br)cc(S(=O)(=O)NCC3COc4ccccc4O3)c21 (centres undefined)
-1	-3	x	5	7	x	-8	6	-10	Cc1cc(C(F)F)n2ncc(C(=O)NCc3ccccc3)c2n1
11	1	2	-1	-2	-2	2	1	13	CCC(CC)C(=O)NCCc1cc2c(OC)ccc(OC)c2[nH]c1=O
-1	-11	x	-9	3	x	6	2	-57	CN(c1ccccc1)S(=O)(=O)c1cc(C(=O)N2CCN(c3ccccn3)CC2)ccc1Cl
-6	u	x	-2	12	x	x	21	-53	Clc1ccc2nc3ccccn3c2c1
11	2	9	5	8	1	13	0	13	Cc1noc(C)c1C(=O)NCc1ccco1
5	21	5	-5	17	0	2	-15	-5	COc1ccc(C2C(C(N)=O)=C(C)Nc3nc(-c4cccc(Cl)c4)nn32)cc1OC (centres undefined)
-2	-3	0	3	-2	-6	-7	3	-13	COC(=O)c1ccccc1Nc1ccccc1
-57	-42	2	-57	4	-3	-65	-12	-157	COCCCNC(=O)c1cc2c(=O)n3cccc(C)c3nc2n(C(C)C)c1=N
15	15	3	-4	6	-2	29	-7	0	Cc1cc(C(=O)O)c(CCCN)s1
0	9	5	4	8	-1	0	-13	2	CN(Cc1cccs1)C(=O)CCc1ccc(S(=O)(=O)N2CCOCC2)cc1
-1	-7	5	6	7	-2	-2	-14	-16	O=C(OCC(=O)N1CCOCC1)C(c1ccccc1)c1ccccc1
0	-3	-2	8	-2	-2	x	6	6	Cc1cc(C2=CC(C)(c3cc(C)oc3C)Nc3nc(C(F)(F)F)nn32)c(C)o1 (centres undefined)
1	41*	0	5	-4	-1	12	3	-7	O=c1cc(CSc2ccccn2)[nH]c(=O)[nH]1

# Additional results follow.
CatG inh	CatS inh	ROCK2 blocker	FXIa mix inh	PKA kinase inh	JNK3 blocker	CatL block	FXIIa inh mix	C1s inh	canonical_smiles
7	-4	x	11	9	x	3	2	8	O=c1c2cc(N3CCOCC3)ccc2[nH]c(=S)n1CCCN1CCCCCC1
0	4	2	6	-3	-6	13	4	-2	Cn1c(NCc2ccccc2)cc(=O)n(C)c1=O
2	25	0	5	-2	1	x	4	1	Cc1ccc(S(=O)(=O)N(C)CC(=O)Nc2cccc(C)n2)cc1
-2	-11	8	7	6	-6	x	5	-2	C1CCC(Nc2nnnn2C2CCCCC2)CC1

# Some of these compounds in order of count of non-hydrogen atoms, descending.
CatG inh	CatS inh	ROCK2 blocker	FXIa mix inh	PKA kinase inh	JNK3 blocker	CatL block	FXIIa inh mix	C1s inh	canonical_smiles
-1	-11	x	-9	3	x	6	2	-57	CN(c1ccccc1)S(=O)(=O)c1cc(C(=O)N2CCN(c3ccccn3)CC2)ccc1Cl
1	6	x	-10	7	x	10	0	-25	O=C(C1CC1)N1CCc2cc(Br)cc(S(=O)(=O)NCC3COc4ccccc4O3)c21 (centres undefined)
-2	7	0	5	6	-6	6	2	25	O=C(Nc1ccc(Oc2ccc(NC(=O)C3CCCO3)cc2)cc1)C1CCCO1 (centres undefined)
7	-4	x	11	9	x	3	2	8	O=c1c2cc(N3CCOCC3)ccc2[nH]c(=S)n1CCCN1CCCCCC1
0	9	5	4	8	-1	0	-13	2	CN(Cc1cccs1)C(=O)CCc1ccc(S(=O)(=O)N2CCOCC2)cc1
-1	-7	5	6	7	-2	-2	-14	-16	O=C(OCC(=O)N1CCOCC1)C(c1ccccc1)c1ccccc1
-2	8	-2	-1	4	1	5	-21	-14	CC(CCc1ccccc1)NC(=O)CN1CCOc2ccccc21 (centres undefined)
-1	-3	x	5	7	x	-8	6	-10	Cc1cc(C(F)F)n2ncc(C(=O)NCc3ccccc3)c2n1
1	-3	2	7	0	-3	-9	-11	-5	O=C(CSc1ccccn1)c1ccc2c(c1)OCO2
-2	-11	8	7	6	-6	x	5	-2	C1CCC(Nc2nnnn2C2CCCCC2)CC1
-2	-3	0	3	-2	-6	-7	3	-13	COC(=O)c1ccccc1Nc1ccccc1
11	2	9	5	8	1	13	0	13	Cc1noc(C)c1C(=O)NCc1ccco1
-6	u	x	-2	12	x	x	21	-53	Clc1ccc2nc3ccccn3c2c1
15	15	3	-4	6	-2	29	-7	0	Cc1cc(C(=O)O)c(CCCN)s1

# Assay outcomes from PubChem.
